# Bioassay records from PubChem BioAssay.
# MmCpn inh: inhibitors of Methanococcus maripaludis chaperonin (MmCpn) | purified Mm-Cpn ATPase, ADP Transcreener TR-FRET | Potency, µM (highest dose often 76.9 µM), without a hit: at the top dose activity, negative = inhibition, hits mostly inhibitors | 330,000 compounds, 0.031% hits; note: potency is the fitted concentration of half-maximal effect; % is set by controls: 0 for no effect and ±100 for the full control effect; nearly all actives have a fitted effect of over 80% in size
#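 Inhibition of chaperonin ATP hydrolysis is measured as reduced ADP production, detected by competitive TR-FRET in which signal falls with ADP. Final enzyme 25 nM and ATP 10 uM, reacted 30 min at 37°C.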
# A549 tox: kills or reduces viability of A549 cells in Nrf2 counter-screen; A549 ARE-Fluc cells, CellTiter-Fluor viability, 18-24 h; Potency, µM (series often up to 46 µM), for inactives: at the top dose activity change, negative = cytotoxicity, usual class: inhibitors; 390,000 compounds, 0.16% hits; AID 504648; note: potency is the fitted concentration of half-maximal effect; % is set by controls: 0 for no effect and ±100 for the full control effect
#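 Cytotoxicity counterscreen: CellTiter-Fluor fluorescence was measured in A549 ARE_Fluc cells after 18-24 h of compound exposure in a concentration series. The subsequent BugLite luminescent read reports ARE-luciferase activity.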
# pAkt inh: Akt phosphorylation inhibition | Neuro2A IGF-stimulated pAkt S473 HTRF, 20 min; hits give low values | activity change, % for hits at 50 µM | 360,000 compounds, 0.32% hits | AID 651550; in the data active = activity change below about -80%; inconclusive = mostly about -51% to -80%; note: % is set by controls: 0 for no effect and ±100 for the full control effect
#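 Neuro2A cells (4,500/well, DMEM with 0.5% FBS) were treated with compound at a single 50 µM final concentration, stimulated with 6 nM IGF for 20 min at 37 °C, and lysed. Phospho-Akt Ser473 was read by HTRF as 665/615 ratio ×10^4.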
# EPAC2 ag: agonists of human EPAC2 (RAPGEF4); Q8WZA2; EPAC2 activation, biochemical qHTS; response scale: 100% = 6.5 mM cAMP response; Potency, µM (titrated, usually from 154 µM), for the others: top-dose activation, actives largely listed as activators; 360,000 compounds, 0.079% hits; note: potency is the fitted concentration of half-maximal effect; nearly all actives have a fitted effect of over 50% in size
# Target sequence (Q8WZA2 whole entry, looked up): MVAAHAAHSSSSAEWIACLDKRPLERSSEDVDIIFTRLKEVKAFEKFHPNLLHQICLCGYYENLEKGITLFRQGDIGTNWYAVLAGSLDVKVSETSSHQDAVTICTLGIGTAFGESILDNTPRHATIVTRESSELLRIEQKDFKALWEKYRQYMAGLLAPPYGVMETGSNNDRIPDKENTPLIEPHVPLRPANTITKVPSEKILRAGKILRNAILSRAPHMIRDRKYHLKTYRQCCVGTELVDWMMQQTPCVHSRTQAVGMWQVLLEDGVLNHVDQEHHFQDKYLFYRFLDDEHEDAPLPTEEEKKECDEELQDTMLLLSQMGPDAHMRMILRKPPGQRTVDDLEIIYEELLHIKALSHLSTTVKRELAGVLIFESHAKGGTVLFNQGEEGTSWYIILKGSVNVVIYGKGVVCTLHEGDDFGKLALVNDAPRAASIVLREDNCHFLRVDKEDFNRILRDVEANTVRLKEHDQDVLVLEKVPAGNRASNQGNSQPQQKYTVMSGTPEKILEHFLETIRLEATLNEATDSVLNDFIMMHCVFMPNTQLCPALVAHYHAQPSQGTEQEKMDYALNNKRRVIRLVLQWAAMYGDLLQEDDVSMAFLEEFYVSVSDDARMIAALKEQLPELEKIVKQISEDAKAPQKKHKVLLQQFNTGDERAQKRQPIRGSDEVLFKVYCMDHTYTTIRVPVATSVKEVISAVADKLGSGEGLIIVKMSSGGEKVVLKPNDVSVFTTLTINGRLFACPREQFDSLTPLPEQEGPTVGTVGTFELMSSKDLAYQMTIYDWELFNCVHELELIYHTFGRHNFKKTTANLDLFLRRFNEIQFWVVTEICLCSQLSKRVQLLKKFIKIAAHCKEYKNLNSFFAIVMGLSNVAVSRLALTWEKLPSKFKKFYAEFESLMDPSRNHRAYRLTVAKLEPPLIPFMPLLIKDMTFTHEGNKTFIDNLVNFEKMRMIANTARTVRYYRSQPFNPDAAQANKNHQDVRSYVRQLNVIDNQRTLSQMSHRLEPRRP
#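 Readout is BODIPY fluorescence (480 nm excitation, 540 nm emission), which falls as labeled GDP is exchanged off Rap1B. EPAC2 at 100 nM acted on 250 nM RAP1B-BODIPY-GDP with 50 uM GDP present.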
# Nrf2 activator: Nrf2 pathway activation; AREc32 ARE-luciferase reporter (MCF7-derived line), luminescence, 24 h; Potency, µM (doses to about 46.1 µM), inactives show top-dose activation, most hits filed as activators; 410,000 compounds, 0.31% hits; note: potency is the fitted concentration of half-maximal effect; % of control where 0% means no effect; nearly all actives have a fitted effect of over 65% in size
#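 Each well held 1000 AREc32 cells, which were incubated with compound for 24 hr at 37 deg C after overnight attachment, and ARE reporter activity was quantified by firefly luciferase luminescence.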
# CCT modulator: cytosolic chaperonin activity modulation | purified chaperonin ATPase assay, HTRF ADP detection, 30 min | activity change, % (test concentration not listed), hits read low | 360,000 compounds, 0.3% hits; in the data active = activity change below about -30%; note: % is set by controls: 0 for no effect and ±100 for the full control effect
#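 TRiC at 40 or 20 nM final (batch-dependent) in 30 mM Tris pH 7.4, 100 mM KCl, 5 mM MgCl2, 1 mM DTT, with compound at single 76 uM and 10 uM ATP, 30 min at 37 deg C. ADP detected by HTRF Transcreener, 665/615 ratio.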
# EPAC2 antagonist: antagonists of human EPAC2. Potency, µM (doses to about 114 µM), inactives show at the highest dose activity, negative = inhibition, actives largely listed as inhibitors. Q8WZA2. AID 720708. 360,000 compounds, 0.18% hits. EPAC2 GEF exchange of Rap1B-BODIPY-GDP, fluorescence; note: potency is the fitted concentration of half-maximal effect; % is set by controls: 0 for no effect and ±100 for the full control effect; nearly all actives have a fitted effect of over 45% in size; many of its hits are not listed in these tables
# Nrf2 inh: Nrf2 pathway inhibition | Potency, µM (top dose mostly 46 µM), without a hit: at the highest dose activity change, negative = inhibition, most hits filed as inhibitors | 360,000 compounds, 2.1% hits | A549 ARE-Fluc reporter, luciferase luminescence, 18-24 h; note: potency is the fitted concentration of half-maximal effect; % is set by controls: 0 for no effect and ±100 for the full control effect; nearly all actives have a fitted effect of over 60% in size
#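 Nrf2 activity is the BugLite luminescence, read 15 min after reagent at room temperature, following CellTiter-Fluor cytotoxicity readout (30 min, 37C). Compound titrations were applied for 18-24 h to 5000 A549 ARE_Fluc cells/well in 5% FBS OPTI-MEM.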
# TGFb SMAD3 inh: inhibitors of TGF-b signaling; AID 588855; 410,000 compounds, 1.2% hits; Potency, µM (series often up to 46.1 µM), inactives show at the top dose activity, negative = inhibition, usual class: inhibitors; HepG2 CAGA-GFP TGF-b/SMAD3 reporter, GFP fluorescence, 18 h; TGF-beta stimulated, 500 pg/mL final; note: potency is the fitted concentration of half-maximal effect; % is set by controls: 0 for no effect and ±100 for the full control effect; nearly all actives have a fitted effect of over 65% in size
#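 Inhibition was scored as loss of TGF-beta-induced (500 pg/mL final, 18 hours, 37 degrees C) GFP in HEPG2 cells carrying a CAGA-GFP reporter, in DMEM with 1% FBS. Well GFP was summed per cell; Activity was normalised to unstimulated and stimulated DMSO wells, then concentration-response fitting.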
# Active calls of the source: *; i = inactive; u = inconclusive; x = not tested or not shown; [ ] = another dose, or the depositor's remark. Unless noted, calls come from the whole dose curve; as a rule, active = well fitted curve in the direction sought with a large enough effect; inconclusive = small, poorly fitted or top-dose-only effect, or another doubt; inactive = no such curve, though single readings can be large; an effect the other way counts as inactive or inconclusive. Only part of the results is shown, so the mix of outcomes need not match the whole.
SMILES,MmCpn inh,A549 tox,pAkt inh,EPAC2 ag,Nrf2 activator,CCT modulator,EPAC2 antagonist,Nrf2 inh,TGFb SMAD3 inh
Cc1ccc(Nc2n[nH]c(C)c2[N+](=O)[O-])cc1C,1%,-6%,i,-6%,6.1%,-1.9,7%,u,16%
COc1ccc(C(=O)N2CCN(S(=O)(=O)c3ccccc3)CC2)c(OC)c1,2%,0%[1.84 µM],i,-1%,-0.7%,0.9,0%,-4%,-9%
CN1CCN(Cc2nc3ccccc3n2C)CC1CCO (configuration not stated),-2%,7%,i,6%,-0.7%,-2.4,9%,-4%,-1%
CC(C)C(c1nnnn1CCc1ccccc1)N1CCOCC1 (configuration not stated),-8%,1%,i,3%,-0.3%,-1.1,5%,14%,1%
COc1ccc(S(=O)(=O)N2CCC(C(=O)N[C@@H](C)C(=O)NCc3cccnc3)CC2)cc1,x,x,i,12%,-0.3%,-0.4,10%,x,-5%
COc1cccc(-c2ccc(NC(=O)C3CCCN(Cc4cnc(C)n4C)C3)cc2)c1 (configuration not stated),0%,-2%,i,-2%,4.5%,-1.5,0%,-4%,-23%
COc1ccc(CNC(=O)C(NS(=O)(=O)c2ccc3c(c2)CCCN3C(C)=O)C(C)C)cc1 (configuration not stated),0%,8%,i,4%,-0.3%,-0.9,-14%,9%,3%
CN(C)S(=O)(=O)N1CCN(CC(O)COc2ccc(C(=O)c3ccccc3)cc2)CC1 (configuration not stated),-1%,0%,i,2%,3.1%,1.1,15%,x,-4%
COc1ccc(-n2nnnc2SCC(=O)c2cc3ccccc3o2)cc1,u,-6%,i,6%,11%,0.4,-5%,-22%,0%
CC1(C)CN2C(=O)c3ccccc3C2(C)S1 (configuration not stated),-2%,1%,i,14%,0.0%,-2.9,-3%,-6%,-1%
Cc1ccc(-c2cccc(C(=O)NCCc3ccccc3)n2)c2ccccc12,-6%,-2%,i,6%,0.5%,0.4,-15%,-8%,u
COc1ccc(S(=O)(=O)N(C)C[C@H]2Oc3ccc(NC(=O)NC4CCCCC4)cc3C(=O)N([C@H](C)CO)C[C@@H]2C)cc1,2%,-3%,i,-3%,0.2%,0.2,7%,8%,-11%
Cc1ccc2c(c1)C1CN(C)CCC1N2S(=O)(=O)c1ccc(C#N)cc1 (configuration not stated),-2%,0%,i,6%,0.4%,0.5,1%,5%,12%
O=C(Nc1ccc2oc(-c3ccc4ccccc4c3)nc2c1)c1cc(Br)ccc1Cl,x,0%,x,x,5.9%,x,x,u,19%
COc1ccc(Cc2nc3ccccc3n2Cc2ccccc2C)cc1,x,1%,x,x,1.2%,x,x,u,u
CC(C)CCOP(=O)(c1ccc(N(C)C)cc1)C(O)c1ccccc1 (configuration not stated),0%,-13%,i,-4%,1.3%,-2.9,-25%,2%,-12%
O=C(CCNS(=O)(=O)c1ccccc1)NNC(=O)COc1ccc(Cl)cc1,-3%,2%,i,-3%,-0.8%,0.2,-8%,4%,-2%
CCCN(CCC)C(=O)NC1CC(=O)N(c2ccc(OC)cc2)C1 (configuration not stated),2%,-3%,i,-5%,-0.3%,0.9,18%,1%,-2%
O=C(NC1CCCC1)C(c1ccc(F)cc1)N(Cc1ccc(Cl)cc1)C(=O)CCl (configuration not stated),1%,-9%,i,-9%,0.4%,2.1,-2%,-4%,-4%
Cc1ccc(N(C)S(=O)(=O)c2csc(C(N)=O)c2)cc1C,2%,0%,i,5%,-0.6%,-2.5,-14%,-1%,2%
Cc1ccc(-n2nc(C)c3c2OC(N)=C(C#N)C3c2ccco2)cc1 (configuration not stated),0%,2%,i,9%,u,-1.4,-3%,-14%,5%
COCCN(C(=O)CSc1nncn1-c1ccccc1)c1c(N)n(Cc2ccccc2)c(=O)[nH]c1=O,2%,0%,i,15%,-0.7%,-3.9,-2%,2%,31%
O=C(Cc1ccc(-n2c(=O)c3ccccc3n(Cc3ccc(F)cc3)c2=O)cc1)NCC1CCCO1 (configuration not stated),-1%,-4%,i,-5%,0.0%,-1.5,10%,-6%,2%
Cc1cc(S(=O)(=O)NCc2ccccc2)ccc1OCC(=O)NCc1ccccn1,-10%,1%,i,10%,0.0%,0.7,1%,u,24%
O=C(/C=C/c1ccccc1)Nc1cc(S(=O)(=O)N2CCOCC2)ccc1N1CCOCC1,-2%,4%,i,15%,4.3%,1.2,9%,10%,-3%
Cc1ccc(NC(=O)C(=O)NCc2ccc(/C=N/NC(=O)c3c(C)nc4ccccn34)o2)cc1,0%,1%,i,8%,0.8%,-1.4,37%[activator],27%,8%
COc1ccccc1C(=O)Nc1ccc(S(=O)(=O)N2CCOCC2)cc1,-1%,-1%,i,-4%,3.5%,0.8,7%,x,-2%
COc1cc(Cl)ccc1OCc1cc(C(=O)N(C)Cc2cccc3cnccc23)no1,-7%,-10%,i,3%,6.0%,-0.3,-12%,u,11µM*
Cc1oc2ncn(CC(C)C)c(=O)c2c1C(=O)NCCc1ccccc1,x,0%,x,x,0.2%,x,x,u,-3%
CC(C)[C@H](NC(=O)N1CCn2c1nc1ccccc12)C(=O)NC1CCCCC1,-2%,u,i,-6%,0.4%,-0.6,-29%,21µM*,-19%
CCCCNC(=O)Cc1ccc(C)cc1,1%,-2%,i,6%,0.0%,0.6,7%,4%,10%
Cc1sc(NC(=O)c2cc(-c3ccc(Cl)cc3)nc3ccccc23)c(C(N)=O)c1C,0%,u,i,-5%,2.5%,-0.7,3%,x,-4%
CC(C)NC(=O)N1Cc2cc(C(=O)NC3CCC3)nc(-c3cccc(-c4cncnc4)c3)c2[C@H]1CCO,x,x,i,8%,0.0%,0.4,3%,x,x
O=C(NCc1nnc2c(C(F)(F)F)cc(Cl)cn12)c1cccnc1,-5%,-2%,x,5%,-0.9%,0.1,11%,u,3%
CN(C)/N=C/c1ccc(Sc2ccc([N+](=O)[O-])cc2[N+](=O)[O-])o1,3%,-9%,i,12%,3.7%,-0.4,6%,-8%,-12%
O=C(c1cc2cc(Cl)ccc2[nH]1)N1CCN(C(=O)c2ccco2)CC1,-1%,-3%,i,-11%,u,-0.4,-4%,6%,u
CCOCCCn1c(C)nc2c(c1=O)c1nc3ccccc3nc1n2CCC1=CCCCC1,-4%,u,i,-7%,-0.3%,-0.8,0%,13µM*,12%
O=C(COc1ccc([N+](=O)[O-])cc1)NC(C(=O)O)C(O)c1cccc([N+](=O)[O-])c1 (configuration not stated),0%,-12%,i,-4%,-0.3%,-1.8,15%,-1%,18%
COCCCNC(=O)CC(NCCCOC)C(=O)O (configuration not stated),3%,-1%,i,11%,-1.0%,1.4,-7%,-8%,2%
O=C(CCC1CCCCC1)Nc1c2c(nn1-c1ccc(F)cc1)CS(=O)C2 (configuration not stated),1%,-8%,i,-6%,-0.1%,0.3,13%,-9%,7%
NC(=O)c1nsc(C(=O)N(CC(=O)NC2CCCC2)c2ccc(F)c(Cl)c2)c1N,-2%,-17%,i,0%,-0.1%,1.0,-12%,-29%,-3%
COc1ccc(-c2ccc3nncn3c2)cn1,x,x,i,8%,-0.4%[9.22 µM],-1.6,1%,x,12%
CS(=O)(=O)Nc1ccc(-c2cnc3cccnn23)cc1,x,x,i,4%,0.6%,-1.5,11%,x,37%
CCN(CC)S(=O)(=O)c1cccc(C(=O)NCC2CCCCC2)c1,0%,0%,i,9%,0.0%,-0.8,-16%,u,4%
COc1ccc(CNC(=O)C2(CC3CC(c4ccccc4)=NO3)CCNCC2)cc1 (configuration not stated),x,4%,i,2%,3.0%,-2.8,4%,u,u
COc1ccc(C2=CC(=O)C[C@H](c3ccc(Cl)cc3)C2)cn1,0%,0%,i,1%,3.4%,-3.0,8%,19%,3%

# In the list so far, these contain a Cl atom.
SMILES,MmCpn inh,A549 tox,pAkt inh,EPAC2 ag,Nrf2 activator,CCT modulator,EPAC2 antagonist,Nrf2 inh,TGFb SMAD3 inh
O=C(Nc1ccc2oc(-c3ccc4ccccc4c3)nc2c1)c1cc(Br)ccc1Cl,x,0%,x,x,5.9%,x,x,u,19%
O=C(CCNS(=O)(=O)c1ccccc1)NNC(=O)COc1ccc(Cl)cc1,-3%,2%,i,-3%,-0.8%,0.2,-8%,4%,-2%
O=C(NC1CCCC1)C(c1ccc(F)cc1)N(Cc1ccc(Cl)cc1)C(=O)CCl (configuration not stated),1%,-9%,i,-9%,0.4%,2.1,-2%,-4%,-4%
COc1cc(Cl)ccc1OCc1cc(C(=O)N(C)Cc2cccc3cnccc23)no1,-7%,-10%,i,3%,6.0%,-0.3,-12%,u,11µM*
Cc1sc(NC(=O)c2cc(-c3ccc(Cl)cc3)nc3ccccc23)c(C(N)=O)c1C,0%,u,i,-5%,2.5%,-0.7,3%,x,-4%
O=C(NCc1nnc2c(C(F)(F)F)cc(Cl)cn12)c1cccnc1,-5%,-2%,x,5%,-0.9%,0.1,11%,u,3%
O=C(c1cc2cc(Cl)ccc2[nH]1)N1CCN(C(=O)c2ccco2)CC1,-1%,-3%,i,-11%,u,-0.4,-4%,6%,u
NC(=O)c1nsc(C(=O)N(CC(=O)NC2CCCC2)c2ccc(F)c(Cl)c2)c1N,-2%,-17%,i,0%,-0.1%,1.0,-12%,-29%,-3%
COc1ccc(C2=CC(=O)C[C@H](c3ccc(Cl)cc3)C2)cn1,0%,0%,i,1%,3.4%,-3.0,8%,19%,3%
